Mito fusion yeast: inhibitors of mitochondrial division or activators of mitochondrial fusion; AID 485298; S. cerevisiae fusion-defective mutant growth rescue, CellTiterGlo 48 h; Potency, µM (top dose mostly 46.1 µM), for the others: top-dose growth rescue (activation), hits mostly activators; 320,000 tested, 0.23% active;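 note: potency is the fitted concentration of half-maximal effect; % of control where 0% means no effect; nearly all actives have a fitted effect of over 45% in size; temperature-sensitive fusion mutants such as fzo1-1 at 37 °C on non-fermentable ethanol glycerol medium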
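Growth-rescue viability read-out: after 48 h at the non-permissive 37C in glycerol/ethanol YPEG, yeast mitochondrial fusion mutants are measured by CellTiterGlo luminescence; compounds (23 nl pinned per well) restoring growth score as division inhibitors or fusion activators.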
Eya2 inh: inhibitors of human Eya2 phosphatase activity. O00167. recombinant Eya2, OMFP fluorescence dephosphorylation (OMFP is methylfluorescein phosphate). Potency, µM (highest dose often 76.9 µM), for inactives: at the top dose activity, negative = inhibition, most hits filed as inhibitors. 330,000 tested, 0.006% active. AID 488837; note: potency is the fitted concentration of half-maximal effect; % is set by controls: 0 for no effect and ±100 for the full control effect
Target sequence (O00167 whole entry, looked up): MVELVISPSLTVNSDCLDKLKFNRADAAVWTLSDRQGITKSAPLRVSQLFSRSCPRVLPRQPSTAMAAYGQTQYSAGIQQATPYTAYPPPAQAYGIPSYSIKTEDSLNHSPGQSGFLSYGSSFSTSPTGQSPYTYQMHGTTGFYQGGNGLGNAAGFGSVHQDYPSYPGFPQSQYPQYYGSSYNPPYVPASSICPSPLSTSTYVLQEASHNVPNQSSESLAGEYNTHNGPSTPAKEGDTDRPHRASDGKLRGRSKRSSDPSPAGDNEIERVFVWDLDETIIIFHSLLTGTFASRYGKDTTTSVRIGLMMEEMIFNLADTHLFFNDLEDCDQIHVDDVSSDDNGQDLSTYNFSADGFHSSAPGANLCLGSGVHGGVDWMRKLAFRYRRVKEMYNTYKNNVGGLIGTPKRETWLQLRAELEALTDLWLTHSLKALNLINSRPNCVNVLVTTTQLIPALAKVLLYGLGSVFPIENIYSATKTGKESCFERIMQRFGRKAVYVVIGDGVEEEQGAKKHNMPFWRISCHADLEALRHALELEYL
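Eya2 (0.2 uM) preincubated 10 min at ambient with compound, then OMFP substrate added at 50 uM; 10 min reaction in 50 mM HEPES pH 7.5, 50 mM NaCl, 5 uM MgCl2, 0.05% BSA, 1 mM DTT. Fluorescence read at Ex 485/Em 525 nm.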
AT treatment: potential ataxia-telangiectasia treatments restoring KAP-1 phosphorylation. Potency, µM (top dose mostly 57.5 µM), without a hit: at the top dose activation, most hits filed as activators. 320,000 tested, 0.19% active. AID 485349. […] A-T fibroblasts, KAP-1 phosphorylation AlphaLISA; neocarzinostatin DNA damage 30 min before lysis; note: potency is the fitted concentration of half-maximal effect; % of control where 0% means no effect; nearly all actives have a fitted effect of over 45% in size
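hTERT-immortalized A-T patient fibroblasts ([…]), 500 cells/well in OPTI-MEM, 1% FBS, got compounds for 60 min, then NCS for 30 min at 37C. Lysates were then assayed for phospho-KAP-1 by AlphaLISA (anti-pKAP1 donor, anti-KAP1 acceptor beads), 6 hr at 25C.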
ELG1 repair inh: blocks ELG1-dependent DNA repair in HEK293T cells; 330,000 tested, 2.3% active; Potency, µM (series often up to 46.1 µM), without a hit: top-dose activity change, negative = inhibition, hits mostly inhibitors; HEK293T ELG1-luciferase reporter, luminescence, 16 h; DNA damage induced by 5-fluorouridine; note: potency is the fitted concentration of half-maximal effect; % is set by controls: 0 for no effect and ±100 for the full control effect; nearly all actives have a fitted effect of over 55% in size
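Quantitative HTS, concentration-response format. 2,000 cells/well co-treated with 5-fluorouridine and compound, 16 hr in 5% CO2 at 37 °C; ONE-Glo luminescence read after 30 min.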
USP2a inh: blocks human ubiquitin-specific protease USP2a; 330,000 tested, 0.01% active; Potency, µM (series often up to 38.3 µM), without a hit: at the highest dose activity change, negative = inhibition, usual class: inhibitors; USP2 core, Ub-CHOP2 coupled fluorogenic reporter, 485/531;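 note: potency is the fitted concentration of half-maximal effect; plate controls were DMSO wells for no effect and full inhibition by NEM control for full effect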
Target sequence (O75604 whole entry, looked up): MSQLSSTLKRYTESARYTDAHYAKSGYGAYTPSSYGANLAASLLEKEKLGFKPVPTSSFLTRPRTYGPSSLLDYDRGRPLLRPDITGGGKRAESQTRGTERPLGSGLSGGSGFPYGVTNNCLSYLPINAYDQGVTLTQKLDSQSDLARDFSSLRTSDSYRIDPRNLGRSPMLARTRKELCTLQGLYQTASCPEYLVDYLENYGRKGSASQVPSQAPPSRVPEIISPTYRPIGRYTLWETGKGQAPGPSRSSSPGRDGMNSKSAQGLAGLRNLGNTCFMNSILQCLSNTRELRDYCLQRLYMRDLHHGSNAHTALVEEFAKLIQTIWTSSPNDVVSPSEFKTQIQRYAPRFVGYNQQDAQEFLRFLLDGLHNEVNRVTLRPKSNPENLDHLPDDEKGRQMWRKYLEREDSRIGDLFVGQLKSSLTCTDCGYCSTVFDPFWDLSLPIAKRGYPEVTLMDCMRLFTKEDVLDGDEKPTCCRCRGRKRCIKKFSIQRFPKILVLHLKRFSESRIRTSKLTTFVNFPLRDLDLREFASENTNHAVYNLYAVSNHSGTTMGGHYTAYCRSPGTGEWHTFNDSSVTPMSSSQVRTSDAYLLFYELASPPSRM
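USP2 core (10nM final) preincubated 30min RT with compound in 20mM Tris-HCl pH 8.0, 2mM CaCl2, 2mM beta-mercaptoethanol, 0.05% CHAPS; 25nM Ub-CHOP2 plus 25nM reporter substrate added, fluorescence (Ex485/Em531) read after 60min.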
hERG WT inh: inhibitors of human wildtype KCNH2 potassium channel. U2OS, BacMam KCNH2, thallium flux FluxOr; active compounds read low. activity change, % at 1.84 µM. 340,000 tested, 0.37% active;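 active = maximum activity change below -70%; inconclusive = maximum activity change between -70% and -50%; inactive = maximum activity change above -50%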; note: % is set by controls: 0 for no effect and ±100 for the full control effect
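U2OS cells transduced with wild-type KCNH2 virus are loaded with FluxOr dye for 45 min, and thallium flux is measured in kinetic reads before and after stimulation buffer. Rate constants are normalized to DMSO controls.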
TCR act: T cell receptor activation | primary human leukocytes, anti-CD3, IL-2 HTRF, 48 h | Potency, µM (highest dose often 9.22 µM), inactives show at the highest dose activation of IL-2 secretion, hits mostly activators | 330,000 tested, under 10 active; note: % of control where 0% means no effect
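Readout: HTRF IL-2, Eu-cryptate/d2 antibody pair, 320nm excitation, 665nm emission. Stimulus: a-CD3 beads, no co-stimulation. Cells: primary human leukocytes. Exposure: 48 hr with compound.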
KCNH2 3.1 block: KCNH2 3.1 (human) potassium channel inhibition. U2OS KCNH2 3.1, thallium flux FluxOr; active compounds read low. activity change, % (tested at about 1.8 µM). 340,000 tested, 0.95% active. AID 720553;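 active = maximum activity change below -70%; inconclusive = maximum activity change from -70% to -50%; inactive = maximum activity change above -50%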;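 note: thallium influx rate constant from kinetic fluorescence after stimulation buffer; % is set by controls: 0 for no effect and ±100 for the full control effect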
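Thallium flux read-out: FluxOr dye with Red40 quencher in HBSS/HEPES, 45 min at RT. Rate constants from kinetic reads were normalized to positive and negative DMSO controls. Cells: U2OS virally expressing the 3.1 isoform.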
TSHR antagonist: human thyrotropin receptor antagonism. P16473. TSHR-expressing cells, TSH-stimulated cAMP HTRF, 2 h; active compounds read low. activity change, negative = inhibition, % at 11.5 µM. 330,000 tested, 0.2% active. AID 504810;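 active = activity change below a set negative limit, meaning inhibition stronger than a set level, cut at about -70% in these data; inconclusive = activity change between two set negative limits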; note: % is set by controls: 0 for no effect and ±100 for the full control effect
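TSHR-expressing cells, 200/well, pre-treated with compound, then stimulated with EC80 TSH (4nM final) for 2 hours at 37 deg C. cAMP measured by competitive HTRF: anti-cAMP cryptate antibody in lysis buffer plus cAMP-d2, read after 30 minutes at room temperature.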
TRPV1 agonist: agonists of human vanilloid receptor 1 (TRPV1); Q8NER1; TRPV1-expressing cells, Fluo-8 calcium influx, agonist mode; activation, % at 8.33 µM; 320,000 tested, 0.19% active; AID 540275; in the data active = activation above about 80%; inconclusive = between about 30% and that limit; note: 0% is about no effect
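Fluo-8 calcium influx in TRPV1-expressing cells, kinetic read (ex 480/em 520 nm). Compound added and read 3 min for agonist activity, followed by capsaicin at EC20 final and 2 min further read for enhancement.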
* hit, by the source's call; ? = inconclusive; . = no result given; [ ] = remark or other dose. Unless noted, calls come from the whole dose curve; as a rule, active = well fitted curve in the direction sought with a large enough effect; inconclusive = small, poorly fitted or top-dose-only effect, or another doubt; inactive = no such curve, though single readings can be large; an effect the other way counts as inactive or inconclusive. This is a subset; the hit share may differ from the screen's.

[1] CN(C)c1ccc(/C=N\Nc2nc(-c3ccccc3)cc(=O)[nH]2)cc1
[2] N#CCC(=O)Nc1ccc(C(=O)NNC(=S)NC2CC2)cc1
[3] COc1ccccc1C(=O)NCC(=O)NC(C)CCc1ccccc1 (centres undefined)
[4] CCN(CC)c1nc2ccccc2n2cnnc12
[5] O=C(NC(=S)NC1CCSC1=O)c1ccccc1 (centres undefined)
[6] COC(=O)c1cc(OC)c(OC)cc1NC(=O)CSCc1c(C)noc1C
[7] Cc1ccc(CN(C)C(=O)c2cccc(S(=O)(=O)N3CCc4ccccc4C3)c2)o1
[8] CCOC(=O)C1CCCN(C(=O)c2cn(C)c3ccc(S(=O)(=O)N4CCCC4)cc3c2=O)C1 (centres undefined)

screen / no. | 1 | 2 | 3 | 4 | 5 | 6 | 7 | 8
TCR act | 3%[46.1 µM] | 5% | 2% | -1% | -4%[46.1 µM] | . | -5% | 5%
TRPV1 agonist | ? | -1 | 2 | -2 | -1 | . | ? | 0
hERG WT inh | 12 | 0 | 3 | 2 | 7 | -3 | -2 | -6
AT treatment | 8% | -7% | -1% | -1% | 2% | 8% | 14% | 0%
Mito fusion yeast | 0% | 5% | 4% | -1% | -8% | . | 6% | -2%
KCNH2 3.1 block | -15 | 1 | -14 | 10 | -3 | -2 | -1 | -9
TSHR antagonist | 4 | 16 | -9 | 1 | 5 | . | -18 | -8
Eya2 inh | -1% | -10% | -3% | 5% | -6% | 7% | -28% | 10%
USP2a inh | -2% | -1% | 1% | 4% | 0% | 3% | -6% | 2%
ELG1 repair inh | 6% | ? | 1% | -2% | 13% | ? | ? | -7%

[9] O=C(O)CN1C(=O)/C(=C/c2cccc(Cl)c2)Oc2ccccc21
[10] COCCCNC(=O)/C(C#N)=C/c1c(N2CCN(C)CC2)nc2ccccn2c1=O
[11] Cc1onc(-c2ccccc2)c1C(=O)NCC1COc2ccccc2O1 (centres undefined)
[12] CC1(C)Cc2c(C#N)c(NC3CCCCC3)nc(-c3ccco3)c2CO1
[13] O=C(NCCN1C(=O)C2C3C=CC(C3)C2C1=O)N1CCOCC1 (centres undefined)
[14] Cc1cccc(OCC(=O)NC(=S)Nc2ccc(S(=O)(=O)NC3CCCCC3)cc2)c1
[15] Cc1ccc(-c2nn(-c3ccccc3)cc2CO)cc1
[16] Cn1c(=O)c2ccccc2n(CC(=O)NCCC2=CCCCC2)c1=O

screen / no. | 9 | 10 | 11 | 12 | 13 | 14 | 15 | 16
TCR act | -1% | -1% | 3% | . | 2%[46.1 µM] | -2% | 5% | -5%
TRPV1 agonist | 4 | 4 | 1 | -4 | -2 | 0 | 13 | -1
hERG WT inh | 0 | 7 | 14 | . | -1 | 2 | 3 | 0
AT treatment | 5µM* | ? | 6% | ? | 6% | -3% | -9% | -6%
Mito fusion yeast | 7% | -3% | 4% | 5% | -4% | -2% | -7% | 2%
KCNH2 3.1 block | 12 | 2 | . | . | 10 | -3 | 0 | 3
TSHR antagonist | -19 | -1 | 4 | -10 | 2 | -15 | -7 | 14
Eya2 inh | -8% | 6% | 4% | -31% | 0% | 4% | 4% | 6%
USP2a inh | 1% | 4% | 1% | -3% | 4% | -5% | -1% | 0%
ELG1 repair inh | 1% | 2% | -19% | -19% | 13% | ? | ? | -17%

[17] Cc1nn(C)cc1S(=O)(=O)N1CCCCC1C (centres undefined)
[18] CCc1ccccc1N(CC(=O)NCCSCc1ccco1)S(C)(=O)=O
[19] CCOc1ccc(S(=O)(=O)N2CCOCC2)cc1NS(=O)(=O)c1ccc(OC)c([N+](=O)[O-])c1
[20] O=C(CSc1cccc2cccnc12)Nc1cccc(S(=O)(=O)N2CCOCC2)c1
[21] Nc1ccc(C(=O)OCc2nc3cc4ccccc4cc3[nH]2)cc1
[22] CCOc1ccc(OCC)c(S(=O)(=O)n2cc(C)nc2CC)c1
[23] CCOC(=O)c1[nH]c(CO)c(C(=O)OCC)c1C
[24] CN(C)S(=O)(=O)c1cccc(C(=O)NCCNC(=O)c2cccc(S(=O)(=O)N(C)C)c2)c1

screen / no. | 17 | 18 | 19 | 20 | 21 | 22 | 23 | 24
TCR act | -1% | 3% | -1% | 0% | 8% | 1% | 9% | 16%
TRPV1 agonist | -1 | -1 | 0 | 5 | 12 | 9 | 0 | 0
hERG WT inh | -3 | -13 | -1 | 9 | 4 | 4 | -3 | 5
AT treatment | 5% | 0% | -1% | 26% | 3% | 12% | 7% | 15%
Mito fusion yeast | 3% | 4% | 3% | 8% | 2% | 7% | 2% | 10%
KCNH2 3.1 block | 9 | 12 | -17 | 3 | -3 | -2 | 3 | 30
TSHR antagonist | -12 | 0 | -9 | -3 | -2 | 5 | 0 | -3
Eya2 inh | -7% | 8% | -2% | 10% | -6% | 15% | -3% | -7%
USP2a inh | 1% | -7% | 1% | 2% | -9% | 1% | 3% | 3%
ELG1 repair inh | 12% | ? | 19% | ? | ? | -23% | ? | 9%

[25] O=C(COc1ccccc1[N+](=O)[O-])OCCCOC(=O)COc1ccccc1[N+](=O)[O-]
[26] CNC(=O)c1ccc2nc(NC(C)=O)sc2c1
[27] CCS(=O)(=O)N1CCN(S(=O)(=O)c2ccc(S(=O)(=O)NC3CC3)cc2)CC1
[28] CCN(CC)S(=O)(=O)c1ccc(C(=O)NCC(c2cccs2)N2CCOCC2)cc1 (centres undefined)
[29] Cc1ccccc1-c1nc(CS(=O)(=O)CC(=O)NC2CCCCC2C)c(C)o1 (centres undefined)
[30] COc1ccc(NC2(c3ccccc3)OC(=O)c3ccccc32)cc1 (centres undefined)
[31] Cc1ccc(NC(=O)NC2CCCc3ccccc32)cc1 (centres undefined)
[32] CN(CC(=O)Nc1ccc(Cl)c(Cl)c1)Cc1nnc(-c2ccc(F)cc2)o1

screen / no. | 25 | 26 | 27 | 28 | 29 | 30 | 31 | 32
TCR act | -3% | 1% | 3% | 3% | -8% | 3% | 7% | 7%
TRPV1 agonist | -5 | -3 | 0 | -1 | ? | 3 | 17 | 21
hERG WT inh | 1 | -2 | -2 | 9 | 3 | 3 | -5 | -5
AT treatment | -3% | 0% | -1% | 3% | -2% | 6% | -9% | -2%
Mito fusion yeast | 2% | -3% | 6% | 1% | ? | -5% | -5% | 2%
KCNH2 3.1 block | -3 | 23 | 1 | -1 | 9 | 8 | -9 | -7
TSHR antagonist | -5 | -6 | -1 | 2 | 9 | 2 | -24 | -11
Eya2 inh | 5% | 16% | 6% | -7% | -6% | -8% | 19% | -3%
USP2a inh | 1% | 1% | 2% | 1% | -1% | -3% | -1% | -5%
ELG1 repair inh | -2% | ? | 2% | 1% | ? | 0% | ? | 2%

Gathered by group: the entries above with a furan ring, fused or not (3)
[7] Cc1ccc(CN(C)C(=O)c2cccc(S(=O)(=O)N3CCc4ccccc4C3)c2)o1
[12] CC1(C)Cc2c(C#N)c(NC3CCCCC3)nc(-c3ccco3)c2CO1
[18] CCc1ccccc1N(CC(=O)NCCSCc1ccco1)S(C)(=O)=O

screen / no. | 7 | 12 | 18
TCR act | -5% | . | 3%
TRPV1 agonist | ? | -4 | -1
hERG WT inh | -2 | . | -13
AT treatment | 14% | ? | 0%
Mito fusion yeast | 6% | 5% | 4%
KCNH2 3.1 block | -1 | . | 12
TSHR antagonist | -18 | -10 | 0
Eya2 inh | -28% | -31% | 8%
USP2a inh | -6% | -3% | -7%
ELG1 repair inh | ? | -19% | ?

Continued:
[33] CCn1c(SCC(=O)NCCc2ccc(OC)c(OC)c2)nc2c1c(=O)n(C)c(=O)n2C
[34] O=C(Nc1nc2ccc(C(=O)N3CCCCC3)cc2s1)C1CCCCC1
[35] Cc1cc(C)c(NC(=O)Cn2c(=O)n(-c3ccc(CC(=O)NCC4CCCO4)cc3)c(=O)c3ccccc32)c(C)c1 (centres undefined)
[36] O=C(NC1CCN(Cc2ccc(Cl)cc2)CC1)c1cn(-c2ccccc2)nc1-c1cccnc1
[37] COc1ccc(-c2noc(CN(C(=O)C(C)(C)C)C(C)C)n2)cc1
[38] CCOC(=O)c1c(CN(C)C)n(C)c2ccc(OC(C)=O)cc12
[39] COc1cc(C)cc(OC)c1OCC(=O)Nc1cc(C)on1

screen / no. | 33 | 34 | 35 | 36 | 37 | 38 | 39
TCR act | 5% | -5% | 1% | -4% | -4% | -11% | -5%
TRPV1 agonist | -2 | -5 | -1 | 8 | 1 | 1 | 6
hERG WT inh | -1 | -1 | -2 | 3 | -19 | 5 | -5
AT treatment | -4% | -3% | 1% | -1% | . | 5% | 5%
Mito fusion yeast | 13% | 0% | 11% | 10% | 24% | 0% | 6%
KCNH2 3.1 block | -6 | 6 | -2 | ? | -1 | -12 | -10
TSHR antagonist | 1 | -8 | 2 | -11 | 9 | 5 | 1
Eya2 inh | 6% | 3% | ? | -6% | 3% | -1% | -5%
USP2a inh | 3% | 1% | 1% | -1% | 0% | 1% | 1%
ELG1 repair inh | 0% | ? | -2% | 0% | ? | 10% | -21%

Assay outcomes from PubChem.
